Screening results: PubChem BioAssay, National Center for Advancing Translational Sciences (NCATS)
G9a block = inhibitors of human histone lysine methyltransferase G9a; Q96KQ7; G9a H3K9 monomethylation, AlphaScreen, 2 h; Potency, µM (highest dose often 102 µM), for the others: top-dose activity, negative = inhibition, usual class: inhibitors; 8.8% of 350,000 active; AID 504332; also: potency is read from the fitted curve at half-maximal effect; % is scaled to controls: 0 for no effect and ±100 for the full control effect; nearly all actives have a fitted effect of over 75% in size
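Methyltransferase reactions run at room temperature for 2 h (20 nM enzyme, 500 nM biotin-H3K9 peptide, 20 uM SAM) after a 15 min compound preincubation; product detected by AlphaScreen beads and anti-H3K9me1 antibody.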
JMJD2A Tudor inh = inhibitors of human JMJD2A Tudor domain | AlphaScreen JMJD2A-Tudor / H3K4me3 peptide binding | AID 504339 | 4.4% of 390,000 active | O75164 | Potency, µM (top dose mostly 114 µM), inactives show at the highest dose activity change, negative = inhibition, actives largely listed as inhibitors; also: potency is read from the fitted curve at half-maximal effect; % is scaled to controls: 0 for no effect and ±100 for the full control effect; nearly all actives have a fitted effect of over 50% in size
PGK inhibitor = blocks T. brucei phosphoglycerate kinase; P07378; 0.043% of 380,000 active; PGK/GAPDH coupled, Kinase-Glo luminescence, 60 min; Potency, µM (top dose mostly 57.5 µM), for the others: top-dose activity change, negative = inhibition, most hits filed as inhibitors; also: potency is read from the fitted curve at half-maximal effect; % is scaled to controls: 0 for no effect and ±100 for the full control effect; nearly all actives have a fitted effect of over 60% in size
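Luminescent ATP detection (Kinase-Glo Plus) follows a 60-minute room-temperature incubation, with wells lacking PGK as controls. Buffer: 100 mM TEA (pH 7.6), 5 mM MgCl2, 0.01% Tween-20. Coupling enzyme GAPDH (100 nM final) supplies unstable 1,3-BPG in-well.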
Pin1 inhibitor = blocks the human prolyl isomerase Pin1 | Pin1 FP peptide displacement, HiFluor488, 10 min | Potency, µM (top dose mostly 115 µM), inactives show at the top dose activity, negative = inhibition, hits mostly inhibitors | 0.009% of 390,000 active | AID 504891; active = well fitted inhibition curve with a large enough effect in the polarisation, with a control signal flat, not every such curve was filed as active; inconclusive = small, poorly fitted or top-dose-only effect, or effect the other way, or a change in a side signal; inactive = no such curve, though single readings can be large or run the other way; the % refers to the polarisation; also: potency is read from the fitted curve at half-maximal effect; % is scaled to controls: 0 for no effect and ±100 for the full control effect
Target sequence (Q13526 whole entry, looked up): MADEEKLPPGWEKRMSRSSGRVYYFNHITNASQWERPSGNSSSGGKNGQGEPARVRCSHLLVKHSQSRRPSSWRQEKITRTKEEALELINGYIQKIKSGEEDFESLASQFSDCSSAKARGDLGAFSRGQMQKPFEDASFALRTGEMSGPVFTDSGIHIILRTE
BAZ2B inh = inhibitors of human BAZ2B bromodomain | Potency, µM (highest dose often 114 µM), for inactives: at the highest dose activity change, negative = inhibition, usual class: inhibitors | 4.4% of 360,000 active | Q9UIF8 | AlphaScreen BAZ2B-H3K14Ac peptide displacement; also: potency is read from the fitted curve at half-maximal effect; % is scaled to controls: 0 for no effect and ±100 for the full control effect; nearly all actives have a fitted effect of over 60% in size
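Inhibition is scored as reduced AlphaScreen emission. The BAZ2B/b-H3(5-23)K14Ac complex (50 nM each) in PBS pH 7.4, 0.01% Tween-20 meets compound (up to 110 uM) for 30 min at RT before bead addition.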
ERG Ets-DNA blk = inhibitors of human ERG Ets domain-DNA interaction; 0.028% of 370,000 active; AID 624246; Potency, µM (titrated, usually from 76.9 µM), for inactives: at the top dose FP activity, negative = inhibition, hits mostly inhibitors; fluorescence polarization, His-ERG Ets domain / labelled DNA; P11308; active = well fitted inhibition curve with a large enough effect in the polarisation, with a control signal flat; inconclusive = small, poorly fitted or top-dose-only effect, or effect the other way, or a change in a side signal; inactive = no such curve, though single readings can be large or run the other way; the % refers to the polarisation;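 also: polarization taken with two DNA probes labelled with fluorescein and Texas red; potency is read from the fitted curve at half-maximal effect; % of control where 0% means no effect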
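His-tagged ERG Ets domain (1 uM in the protein solution; 300mM KCl, 50mM Tris-HCl, 1mM EDTA, 1mM DTT, pH 7.5) received compound, then a probe mix of 5 nM fluorescein-DNA and 100nM Texas-615-DNA. Fluorescence polarization was read for both dyes.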
HP1b chromo inh = HP1-beta chromodomain-methylated histone interaction inhibition | P83916 | AlphaScreen HP1-beta / biotin-H3K9me3 peptide binding | Potency, µM (titrated, usually from 114 µM), for inactives: top-dose activity change, negative = inhibition, most hits filed as inhibitors | 0.56% of 390,000 active | AID 540317; also: potency is read from the fitted curve at half-maximal effect; nearly all actives have a fitted effect of over 70% in size; inactives centre near 23
Target sequence (P83916 whole entry, looked up): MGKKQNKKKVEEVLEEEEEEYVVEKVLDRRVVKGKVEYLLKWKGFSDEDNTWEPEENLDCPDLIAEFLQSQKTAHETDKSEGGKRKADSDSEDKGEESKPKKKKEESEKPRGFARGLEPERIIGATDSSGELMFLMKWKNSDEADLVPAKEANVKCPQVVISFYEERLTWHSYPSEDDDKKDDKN
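HP1-beta protein (50 nM final) preincubated 30 min at room temperature with biotinylated H3(1-18)K9me3 peptide (50 nM) in PBS pH 7.4, 0.01% Tween-20, then compound added for 30 min. AlphaScreen streptavidin donor/nickel chelate acceptor beads (10 ug/mL final), 30 min dark, luminescence read.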
PI4K2A block = inhibitors of human PI4K2A; 0.13% of 420,000 active; purified PI4K2A, ADP-Glo luminescence, 1 h; stronger effect = lower value; activity change, negative = inhibition, % at 76.9 µM; Q9BTU6; in the data active = activity change below about -50%; inconclusive = mostly about -30% to -49%;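 also: -100% = wells without enzyme as full effect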
Target sequence (Q9BTU6 whole entry, looked up): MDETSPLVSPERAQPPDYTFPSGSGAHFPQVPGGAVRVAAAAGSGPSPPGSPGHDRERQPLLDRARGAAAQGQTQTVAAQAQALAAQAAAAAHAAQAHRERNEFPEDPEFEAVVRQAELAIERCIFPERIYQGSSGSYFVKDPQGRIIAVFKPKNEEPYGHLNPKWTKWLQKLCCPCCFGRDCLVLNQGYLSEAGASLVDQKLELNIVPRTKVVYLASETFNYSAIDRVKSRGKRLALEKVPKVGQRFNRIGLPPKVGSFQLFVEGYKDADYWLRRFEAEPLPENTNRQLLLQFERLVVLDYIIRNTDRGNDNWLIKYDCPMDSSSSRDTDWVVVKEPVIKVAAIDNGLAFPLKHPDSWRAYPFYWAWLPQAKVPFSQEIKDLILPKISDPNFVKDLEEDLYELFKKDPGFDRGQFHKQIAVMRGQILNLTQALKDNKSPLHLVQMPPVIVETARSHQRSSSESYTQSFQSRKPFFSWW
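Compounds are screened against recombinant PI4K2A using PI as substrate and ATP, the latter dispensed at 300 microM. Reactions run one hour at ambient temperature before ADP-Glo detection; full inhibition defined by wells lacking enzyme.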
GLS inh = inhibitors of human glutaminase (GLS); GLS enzymatic activity, qHTS titration; Potency, µM (top dose mostly 45.5 µM), for the others: top-dose activity change, negative = inhibition, usual class: inhibitors; 0.21% of 410,000 active; AID 624170; also: potency is read from the fitted curve at half-maximal effect; % is scaled to controls: 0 for no effect and ±100 for the full control effect
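Two-point fluorescence kinetic (t0, 30 min RT) for hKGA; glutamate detected via glutamate oxidase–HRP–Amplex Red. Substrate: 1 mM L-glutamine solution; buffer 45 mM KH2PO4, pH 8.2.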
* hit, by the source's call; i = inactive; ? = inconclusive; . = no result given; & = joins results of further samples; [ ] = another dose, or the depositor's remark. Unless noted, calls follow the shape of the dose curve; as a rule, active = well fitted curve in the direction sought with a large enough effect; inconclusive = small, poorly fitted or top-dose-only effect, or another doubt; inactive = no such curve, though single readings can be large; an effect the other way counts as inactive or inconclusive.

SMILES	G9a block	JMJD2A Tudor inh	PGK inhibitor	Pin1 inhibitor	BAZ2B inh	ERG Ets-DNA blk	HP1b chromo inh	PI4K2A block	GLS inh
CCc1cc(C(=O)Nc2ccc(C)cc2Br)cs1	48.5%[59 µM]	15.3%[57.1 µM]	0.3%	?	71.0%[activator]	4.1%	245.2%	2.5	4.3%
COc1ccccc1NC(=O)COC(=O)c1cnc(C)cn1	1.9%[59 µM]	-2.1%	-8.5%	-1.5%	-7.2%	14.7%	30.5%[activator]	-6.5	-0.8%
CN(C1CCCCC1)S(=O)(=O)c1ccc2c(c1)c(=O)c(C(=O)N1CCN(c3ccccc3F)CC1)cn2C	-3.3%[59 µM]	-22.7%	-7.9%	-2.4%	.	2.6%	4.8%	3.6	-4.5%
CCCCC(CC)CNC(=O)CCCCn1c(=O)[nH]c2ccsc2c1=O (stereo not drawn)	12.7%	-15.9%&2.0%	-2.0%&-3.0%	1.2%&4.0%	-0.2%&-2.2%	4.2%&-2.2%	4.4%&41.1%	-3.6&-1.6	2.2%&-9.2%
CCOC(=O)c1c(S(=O)(=O)N2CCC(C(=O)N3CCN(c4cccc(C)c4C)CC3)CC2)c(C)n(C)c1C	3.7%[59 µM]	?	-4.0%	?	?	-3.9%	-10.9%	-1.5	-5.8%
Cc1ccc(-c2nc(N)sc2CC(=O)OCC(=O)NCCC(C)C)cc1	-48.1%[59 µM]	-26.0%	-3.5%	4.1%	-32.2%	15.0%	-13.6%	-4.4	15.6%
COc1cc(C(=O)O/N=C2/C=CC(=O)C(C)=C2C)cc(OC)c1OC	?	-0.8%	3.2%	1.0%	-27.2%	-5.4%	38.9%	13.6	16.0%
Cc1[nH]c2ccccc2c1/C=N/Nc1nc2ccccc2[nH]1	39.8µM*	44.7µM*	-0.3%	?	28.2µM*	6.7%	?	1.3	?
Cc1cc(C(=O)Nc2ccc(Cl)c(S(=O)(=O)N3CCOCC3)c2)c2ccccc2n1	-6.7%[12.7 µM]	-29.4%	0.8%	5.1%	-29.9%	9.7%	21.1%	0.3	-1.7%
O=c1[nH]c(NCCO)nnc1Cc1ccc(Cl)cc1	0.1%	-14.6%	-9.8%	-9.4%	-11.6%	-0.9%	2.3%	2.4	0.9%
Cc1ccc(OCC(=O)c2cc(C)n(-c3cc(C)on3)c2C)c([N+](=O)[O-])n1	50.1µM*	-31.8%	-5.1%	-18.7%	?	14.7%	-9.5%	-6.0	-0.7%
Cn1nnnc1SCC(=O)NC(=O)c1cccc([N+](=O)[O-])c1	-1.9%[12.7 µM]	-13.0%	-14.1%	-3.2%	-4.0%	1.1%	17.2%	4.6	-3.3%
Cc1cc(=O)oc2cc(OCC(=O)OCC(=O)NCc3ccc4c(c3)OCO4)ccc12	2.0%[59 µM]	0.8%	-6.2%	-0.3%	11.9%	-22.0%	31.8%	1.1	-18.1%
O=C(Nc1ccc(N2CCOCC2)c(Cl)c1)c1ncn[nH]1	-10.7%[59 µM]	56.2µM*	6.0%	7.9%	17.8µM*	-0.7%	28.2%	-0.4	18.3%
CCS(=O)(=O)N1Cc2ccccc2CC1C(=O)Nc1ccc(OC)c(OC)c1 (stereo not drawn)	?	-23.1%	i	0.7%	-0.2%	4.2%	36.9%	-1.2	-5.2%
Cc1ccccc1C(=O)NC1CCN(CC(=O)N2CCCCC2C)CC1 (stereo not drawn)	0.1%	-7.9%	-5.8%	-4.2%	1.1%	2.8%	-1.9%	2.0	7.5%
O=P(O)(O)C(O)C(F)(F)C(F)(F)C(F)(F)C(F)F (stereo not drawn)	?	-18.1%	-4.1%	-21.8%	-5.5%	10.8%	48.8%[activator]	2.4	-5.0%
O=C1CCC(C(=O)OC(C(=O)Nc2cc(Cl)cc(Cl)c2)c2ccccc2)=NN1 (stereo not drawn)	-10.7%[12.7 µM]	-6.1%	-8.0%	3.4%	-5.4%	-2.9%	32.3%	-11.1	-1.7%
Cc1cc(NS(=O)(=O)c2ccc(NC(=O)c3ccc(F)cc3)cc2)nc(C)n1	.	-7.1%	i	4.7%	.	2.8%	20.3%	-6.7	0.6%
Cc1nnc(SCc2ccccc2)n1N	19.9%[12.7 µM]	-9.0%	-0.3%	-12.6%	14.2%	-14.5%	20.0%	4.1	7.3%
COc1ccc(NC(=O)CCCCCn2nnc3ccccc3c2=O)cc1OC	23.1%	7.7%	-7.0%	4.4%	-4.5%	0.8%	29.0%	-4.2	1.3%
COCCNC(=S)Nc1cc(OC)c(OC)cc1C#N	-118.8%[59 µM]	-28.3%	-0.4%	1.9%	-17.9%	-13.5%	18.3%	0.9	?
O=C(COC(=O)Cc1ccsc1)NCc1ccccc1	11.9%[59 µM]	6.3%	2.1%	-3.1%	-16.9%	-0.9%	30.0%	-3.1	0.1%
COCCN(C(=O)CCC(=O)Nc1cc(C)on1)C(C(=O)NC1CCCC1)c1ccc(C(C)C)cc1 (stereo not drawn)	?	7.7%	i	-0.9%	1.6%	-8.4%	20.3%	-5.7	-6.0%
CN(C)/C=N/c1cc(=O)n(C)c(=O)n1Cc1ccccc1	12.7%	-0.7%	i	-6.5%	-3.2%	-6.4%	41.1%[activator]	6.2	-10.1%
Other structures follow:
SMILES	G9a block	JMJD2A Tudor inh	PGK inhibitor	Pin1 inhibitor	BAZ2B inh	ERG Ets-DNA blk	HP1b chromo inh	PI4K2A block	GLS inh
COc1ccc(S(=O)(=O)Cc2ccc(C(=O)NCc3ccc(C)cc3)o2)cc1	20.8%	-15.2%	-0.9%	-13.5%	-1.2%	3.9%	28.7%	-0.3	-1.4%
O=C(CN1CCN(C(=O)c2cccc(F)c2)CC1)NC1CCCCC1	-45.5%[12.7 µM]	-8.2%	i	3.7%	-37.5%	0.9%	47.5%[activator]	1.7	-0.9%
O=S(=O)(N1CCCCC1)N1CCN(c2ccc(F)cc2)CC1	-5.5%	-18.0%	.	-0.6%	-4.5%	.	20.2%	-3.0	13.9%
Cc1c(C(=O)N2CCN(c3ccc([N+](=O)[O-])cc3)CC2)oc2ccccc12	6.6%[12.7 µM]	-32.4%	-7.8%	14.6%	-27.9%	8.9%	9.9%	-12.5	2.4%
Fc1ccc(NCc2nc3ccccc3n2CCOc2ccccc2Cl)cc1	11.8%[59 µM]	-19.8%	i	?	14.2%	-3.3%	33.2%	-0.7	11.8%
CCCOc1ccc(-c2cn3ccccc3n2)cc1	?	-11.3%	-22.3%	0.3%	?	18.4%	28.3%	?	0.5%
COc1ccc(C(=O)NC(CCSC)C(=O)NCc2nnc3ccccn23)cc1 (stereo not drawn)	?	-5.8%	i	-2.8%	4.9%	-3.0%	25.0%	1.1	-8.1%
CCn1c(Cc2ccccc2)nnc1SCC(=O)Nc1ccccc1N1CCOCC1	-8.7%[59 µM]	-10.7%[57.1 µM]	i	-0.8%	-16.1%	-1.1%	50.8%[activator]	-3.1	2.0%
Cc1nc2ccccc2n1C(=O)c1ccc(Cl)cc1[N+](=O)[O-]	-6.9%[2.33 µM]	-3.4%	3.4%	0.3%	?	-0.2%	29.4%	0.0	0.6%
Cc1cc(Sc2nnc(N)s2)c2ccccc2n1	0.4%	-12.1%	-1.5%	0.7%	27.7%	3.6%	48.0%[activator]	-0.8	-1.4%
COc1cc(/C=C2\SC(c3ccc(C)cc3)=NC2=O)ccc1O	11.2µM*	28.2µM*	.	?	22.4µM*	.	?	0.3	-0.5%
Cc1ccc(OCC(O)CN2CCN(c3ccc(C)cc3)CC2)cc1 (stereo not drawn)	-16.8%	-23.5%	-4.9%	4.8%	-30.9%	12.7%	17.4%	-3.6	-3.0%
O=C(COC(=O)c1cccc2ccccc12)NCC1CCCO1 (stereo not drawn)	1.7%	-5.8%	0.9%	-4.9%	.	6.5%	17.2%	2.7	-9.6%
COC(=O)Nc1nc2ccc(C(=O)c3cccs3)cc2[nH]1	28.9%[59 µM]	0.0%	1.4%	3.7%	.	-6.7%	14.4%	2.5&-0.1&-1.1	-5.8%&17.0%
Cc1cc(-c2onc(C)c2C(N)=O)no1	.	-3.8%	-0.4%	-5.7%	4.8%	-3.4%	9.4%	1.5	-2.6%
CCn1nc(C)c(/C=N/NC(=O)c2ccoc2C)c1C	56.4%[activator]	-4.8%	-25.0%	1.1%	-7.9%[57.1 µM]	-1.4%	34.1%	?	13.8%
Cc1ccccc1-n1c(SCC(=O)c2c(N)n(C)c(=O)n(C)c2=O)nnc1-c1cccnc1	1.4%[59 µM]	-10.4%	i	25.3%	?	-5.2%	37.4%	0.0	-1.8%
COc1ccc(S(=O)(=O)NCC2CCCN(C(=O)c3cccnc3)C2)cc1 (stereo not drawn)	.	2.2%[57.1 µM]	i	3.6%	-5.3%	-2.5%	27.0%	17.5	-1.0%
O=C(CCNS(=O)(=O)c1cccc(C(F)(F)F)c1)NCc1ccco1	.	-10.0%	7.1%	1.2%	.	-1.5%	21.6%	1.6	14.0%
C=C(C)c1ccc(C(C)(C)NC(=O)NCc2ccco2)cc1	-10.5%[12.7 µM]	-6.1%	-5.3%	-1.4%	-31.2%	-5.0%	-8.5%	-3.9	0.6%
